Assay outcomes: PubChem BioAssay, The Scripps Research Institute Molecular Screening Center
M5 PAM = potentiates acetylcholine response at human M5 receptor. P08912. CHO-K1 hM5, Fluo-8 calcium, ACh EC20 PAM; 0% = ACh EC20, 100% = ACh EC100. activation, % at 3 µM. hit rate 0.3% among 360,000;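 active = activation above the run cutoff, the mean activation of all test compounds plus 3 SD, cut at about 18% in these data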
Target sequence (P08912 whole entry, looked up): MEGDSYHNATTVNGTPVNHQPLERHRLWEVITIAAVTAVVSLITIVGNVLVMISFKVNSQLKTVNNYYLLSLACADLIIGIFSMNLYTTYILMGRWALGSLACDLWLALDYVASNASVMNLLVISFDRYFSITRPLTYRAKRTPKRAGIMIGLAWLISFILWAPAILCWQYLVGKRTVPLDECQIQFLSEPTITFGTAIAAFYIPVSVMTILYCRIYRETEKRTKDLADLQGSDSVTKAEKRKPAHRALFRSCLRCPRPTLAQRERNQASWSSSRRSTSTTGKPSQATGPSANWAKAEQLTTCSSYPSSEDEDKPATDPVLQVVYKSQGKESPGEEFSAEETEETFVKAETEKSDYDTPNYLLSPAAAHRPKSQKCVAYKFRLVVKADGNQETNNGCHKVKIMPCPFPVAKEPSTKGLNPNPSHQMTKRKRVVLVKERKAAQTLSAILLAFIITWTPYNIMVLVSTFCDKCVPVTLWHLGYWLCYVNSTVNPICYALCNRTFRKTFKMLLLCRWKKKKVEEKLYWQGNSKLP
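system = human M5 receptor in CHO-K1 cells | reagent = EC20 acetylcholine as agonist stimulus | compound dosing = single-point, 3 µM nominal | incubation = Fluo-8 loading 80 min at 37 °C plus 30 min room temperature | detection = Fluo-8 calcium dye fluorescence, kinetic read | benchmarks = low control EC20 acetylcholine (0%), high control EC100 acetylcholine (100%)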
M5 ag = agonists of human muscarinic M5 receptor (CHRM5); P08912; CHO-K1 hM5 cells, Fluo-8 calcium fluorescence; 0% DMSO wells, 100% maximal acetylcholine response; activation, % at 3 µM; hit rate 0.19% among 360,000; AID 624037;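 active = activation above the run's mean over test compounds plus 3 SD, cut at about 23% in these data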;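 also: signal is peak over basal fluorescence ratio across the kinetic read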
M4 antag = CHRM4 antagonism in calcium assay. P08173. CHO-hM4 cells, ACh EC80, Fluo-8 calcium fluorescence. inhibition, % at 3 µM. hit rate 0.73% among 360,000. AID 624125;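 active = inhibition above its plate's cutoff, the mean inhibition of sample wells plus 3 SD, cut at about 27% in these data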;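 also: 0% = acetylcholine EC80 with DMSO and 100% = DMSO without agonist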
M1 ag = agonists of human M1 muscarinic receptor | hit rate 0.33% among 360,000 | CHO-K1 hM1, Fluo-8 calcium fluorescence, agonist mode; 0% DMSO, 100% acetylcholine EC100 | AID 588814 | P11229 | activation, % at 3 µM;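 active = activation above the run's mean compound activation plus 3 SD, cut at about 16% in these data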;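 also: peak over basal fluorescence ratio within a 140 s kinetic read after compound addition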
Target sequence (P11229 whole entry, looked up): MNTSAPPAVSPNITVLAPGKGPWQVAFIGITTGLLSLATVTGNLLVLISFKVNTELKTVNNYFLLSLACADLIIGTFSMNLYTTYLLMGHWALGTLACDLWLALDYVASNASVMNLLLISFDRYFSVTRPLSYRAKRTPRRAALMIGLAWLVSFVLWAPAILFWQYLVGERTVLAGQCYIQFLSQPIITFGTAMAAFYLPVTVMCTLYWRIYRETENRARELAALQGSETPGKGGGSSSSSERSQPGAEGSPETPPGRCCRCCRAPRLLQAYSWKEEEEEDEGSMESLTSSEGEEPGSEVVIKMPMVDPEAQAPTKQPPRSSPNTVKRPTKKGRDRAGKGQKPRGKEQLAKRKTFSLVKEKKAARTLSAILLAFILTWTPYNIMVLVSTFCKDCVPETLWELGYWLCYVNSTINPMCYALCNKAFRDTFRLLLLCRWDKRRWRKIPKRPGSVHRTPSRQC
M1 antag = antagonists of human M1 muscarinic receptor; hit rate 1.3% among 360,000; CHO-K1 hM1, Fluo-8 calcium fluorescence, ACh EC80 antagonist; inhibition, % at 3 µM;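 active = percent inhibition above its own plate's cutoff, namely the mean of that plate's compound wells plus 3 SD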;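 also: peak over basal fluorescence ratio during 140 s after agonist addition; 0% = ACh EC80 plus DMSO and 100% = DMSO alone without agonist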
M1 PAM = human CHRM1 positive allosteric modulation; P11229; CHO-K1 hM1, Fluo-8 calcium fluorescence, ACh EC20; 0% = ACh EC20, 100% = maximal ACh; activation, % at 3 µM; hit rate 0.088% among 360,000; in the data active = activation above about 19%, passing the limit was not always enough
CHRM5 antagonist = CHRM5 antagonism in calcium assay | P08912 | CHO-hM5 cells, Fluo-8 calcium fluorescence, ACh EC80 | inhibition, % at 3 µM | hit rate 0.59% among 360,000;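 active = inhibition above a per-plate cutoff, the mean of that plate's test compounds plus 3 SD, cut at about 27% in these data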;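 also: 0% = acetylcholine EC80 with DMSO and 100% = DMSO without agonist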
CHRM4 agonist = CHRM4 agonism in calcium assay; CHO-K1 hM4/Gqi5, Fluo-8 calcium fluorescence; vehicle 0%, full acetylcholine response 100%; activation, % at 3 µM; hit rate 0.14% among 360,000;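 active = activation above the run mean over all test wells plus 3 SD, cut at about 32% in these data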;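 also: peak over basal fluorescence ratio per well then scaled between controls; 0% = DMSO wells and 100% = acetylcholine at EC100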
TAAR1 agonist = human TAAR1 agonism. Q96RJ0. CHO RD-HGA16 TAAR1, Fluo-8 calcium fluorescence; vehicle wells 0%, saturating PEA agonist 100%. activation, % at 3 µM. hit rate 0.99% among 360,000. AID 624467;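 active = activation above the mean activation of all test compounds in the run plus 3 SD, cut at about 38% in these data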
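Test system: RD-HGA16 (CHO) cells co-expressing Gα16 and hTAAR1 / Benchmarks: DMSO vehicle as 0%, PEA at EC100 as 100% / Repeats: no replicates (n 1) / Measure: % activation from peak over basal fluorescence ratio, DMSO-to-PEA scaled / Timing: 17-24 h plating, Fluo-8 75 min 37 °C, 30 min RT / Technique: kinetic Fluo-8 calcium fluorescence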
Numbers without * were called inactive; nt = no result given.

Every second line gives: CHRM5 antagonist	TAAR1 agonist	M5 PAM	CHRM4 agonist	M5 ag	M4 antag	M1 PAM	M1 antag	M1 ag
COc1ccc(/C=N/NC(=O)c2cc(C)oc2C)cc1OCc1ccccc1
 : 11	-1	-4	3	-1	4	-4	-1	-3
COC(=O)CNC(c1ccccc1)c1cc(Br)ccc1NC(C)=O (centres undefined)
 : -9	3	6	2	-4	-7	9	-3	-13
O=C(O)C(=O)/C(=C\c1cccc2ccccc12)c1ccc2ccccc2n1
 : 1	8	4	0	-2	-6	1	-17	-3
Cc1cc(C)c2cc(CN(Cc3ccc4c(c3)OCO4)Cc3nnnn3Cc3ccco3)c(=O)[nH]c2c1
 : -7	11	10	1	0	-25	11	-14	-4
C=CCn1c(CNC(=O)c2ccccc2F)nnc1SCC(=O)N1CCOCC1
 : 4	1	-3	1	-6	-2	15	-4	3
O=C1OCCN1C(=O)[C@H]1[C@H](c2ccccc2)C(c2cccc(Cl)c2)=NN1c1ccc(Br)cc1
 : -6	3	0	1	-1	-13	9	-12	0
O=C(Cn1nc(-c2ccccc2)ccc1=O)NCc1ccc(F)cc1
 : 9	-1	-3	1	0	4	4	0	-1
COc1ccc(S(=O)(=O)N2CCC(C(=O)Oc3ccc(C)cc3)CC2)cc1OC
 : -1	1	-8	7	-2	-24	2	-11	-1
COC(=O)C[C@@H]1CC[C@@H](NC(=O)C2CCC2)[C@@H](CO)O1
 : 6	2	0	0	4	1	nt	nt	nt
CCC(=O)N1CCc2cc(S(=O)(=O)CCC(=O)NCCc3ccc(S(N)(=O)=O)cc3)ccc21
 : 2	1	0	0	-2	12	4	-4	-2
O=C(NCCO)C(=O)NCC1OCCCN1S(=O)(=O)c1cc(F)ccc1F (centres undefined)
 : 4	2	-8	0	-2	-2	-1	9	-2
O=C(NC1CCCCC1)c1ccc(NS(=O)(=O)c2cccc3cccnc23)cc1
 : 1	11	-5	2	-2	-10	6	-10	-4
CCn1cc(C(=O)O)c(=O)c2cc(F)c(N3CCN(S(=O)(=O)c4ccc(NC(=O)OC)cc4)CC3)cc21
 : 5	3	-2	0	-2	2	5	0	-5
CC(C)C[C@H]1CN(CCCC[C@@H]2CNC(=O)C(=O)N2CC2CCCCC2)C(=O)C(=O)N1CCc1ccccc1
 : 3	1	2	1	0	-9	nt	nt	nt
COc1ccc(N(CC(=O)NC2CCCCC2)C(=O)CCCC(=O)Nc2ccccn2)c(OC)c1
 : 3	1	-4	0	-1	11	1	2	-4
N#Cc1ccc(-c2nnnn2-c2ccc3c(c2)OCO3)cc1
 : 0	0	-6	0	-6	0	-3	8	-2
O=C(COC(=O)c1ccccc1Nc1ccc(SC(F)F)cc1)NCc1ccco1
 : -3	7	-3	0	-4	-11	1	-21	-4
Cc1nn2c3ccccc3n(C)c2nc1=O
 : 6	7	-5	1	-4	4	-6	21	-2
CCn1ccnc1CN(C)Cc1cn(C)nc1-c1ccccc1F
 : -4	2	-4	1	-6	5	7	0	-10
Cc1nc2c(=O)[nH]n(C)c2nc1C
 : 8	0	7	0	4	-10	13	-11	-3
COc1cc(C(=O)NCC2CCCCC2)ccc1OCc1c(C)noc1C
 : 3	6	-2	1	1	-4	6	-6	-2
C[C@H](OC(=O)n1ccnc1)[C@@H]1O[C@@]2(C)CCC[C@@H]1O2
 : -18	13	10	1	7	1	12	-9	-1
NS(=O)(=O)c1ccc(N/C=C/C(=O)c2ccc(Br)cc2)cc1
 : 2	2	-5	2	-3	2	-4	16	-3
COc1ccc(C[C@H]2CN3C(=NC[C@@H]3C)N2CCNC(=O)CCC2CCCCC2)cc1
 : -2	1	-4	0	-11	-8	-10	4	-13
CC(C)(C)C1CCC(OCC(O)CN2CCN(c3ccccc3)CC2)CC1 (centres undefined)
 : 2	22	-6	4	-4	-6	-7	2	-3
CCOC(=O)c1c(C)sc2c1N(C(=O)CN1CCOCC1)c1cc(Cl)ccc1S2
 : -4	5	5	3	-2	-9	10	-25	-6
C[C@@H]1CN([C@@H](C)CO)C(=O)c2cccc(NC(=O)C3CCCCC3)c2O[C@@H]1CN(C)Cc1ccc(Cl)c(Cl)c1
 : -4	3	-3	1	1	0	8	-2	-6
NC(=O)c1sc2nnc(-c3ccccc3)c(-c3ccccc3)c2c1N
 : 12	18	-11	1	-3	8	1	-2	0
Cc1ccc2c([N+](=O)[O-])cccc2n1
 : 0	1	2	1	-1	0	9	-7	-3
Cc1ccc(-n2c(C)cc(C3=NNC(=NC4CC4)SC3)c2C)cc1C
 : 3	9	-7	2	-4	-4	-7	-2	-10
CCC(OC(=O)c1nsc(Cl)c1Cl)C(=O)NCC1CCCO1 (centres undefined)
 : -3	0	5	1	-2	-10	6	-8	-4
COc1ccc(CCC(C)NCC(C)c2ccccc2)cc1 (centres undefined)
 : -9	5	5	3	-15	-3	-13	4	-7
CCc1cc(=O)oc2c3c(cc(OCC(=O)NCCN4CCOCC4)c12)OC(C)(C)CC3
 : -3	0	-1	2	1	-16	-6	2	-2
Cn1c(SCC(=O)N2CCCC2)nnc1-c1cnccn1
 : 2	2	4	1	-1	-8	14	-17	-4
CC(C)(C)c1ccc(Cn2nnc3c(=O)[nH]c(C4CCCN(C(=O)c5cccs5)C4)nc32)cc1 (centres undefined)
 : 6	0	4	3	0	-14	14	-5	2
O=S(=O)(CCN1CCN(c2ccccn2)CC1)c1ccc(Cl)cc1Cl
 : 1	2	7	2	-11	-10	5	-14	-6
CCOc1cccc(OCCOCCNC(C)(C)C)c1
 : 7	4	-1	0	-4	-3	1	-2	-11
CC(=O)Nc1cnn(Cc2ccc(Br)cc2)c1
 : 12	3	-3	0	-3	4	7	-5	-4
CC(=O)N1CCC(=NNc2ccc(S(=O)(=O)N3CCOCC3)cc2[N+](=O)[O-])CC1
 : -1	1	3	0	-1	10	8	-6	-6
COc1ccc(NC(=O)Cn2nnc(C(=O)NCCc3ccc(OC)c(OC)c3)c2N)c(OC)c1
 : 1	2	1	0	1	5	0	-1	-2
Cc1ccc(CN2CC(C(=O)NNC(=O)c3ccc(F)cc3)CC2=O)cc1 (centres undefined)
 : 1	11	11	0	1	5	13	-15	-2
COc1ccc(Nc2nc(NCc3ccco3)nc(N/N=C/c3ccccc3Cl)n2)cc1
 : 3	0	-4	1	-3	3	-2	0	-11
Cc1ccc(-c2csc(N3CCN(S(=O)(=O)c4ccc5c(c4)NC(=O)CO5)CC3)n2)cc1
 : 0	2	0	0	-4	0	5	-7	-1
COCCCNC(=O)Cn1ncc2c(=O)oc3ccccc3c21
 : -6	2	4	1	-5	15	6	-6	-3
CCCn1nnc(NC(=O)COc2ccc(Cl)cc2)n1
 : 7	5	-1	1	-2	-6	6	-27	-4
CCN(CC)c1ccc(C=NNc2ccc([N+](=O)[O-])cn2)cc1
 : 37*	10	-15	1	35*	1	-7	2	-1
COc1ccc(-c2noc(CCC(=O)N3CCC(C)CC3)n2)cc1
 : 0	8	1	1	1	6	4	-3	-2
O=C1/C(=C/c2cccc(Br)c2)SC(=S)N1CCC(=O)N(CCO)c1ccccc1
 : 4	7	9	1	2	-8	8	-9	-2
COc1ccc(OC)c(NC(=O)Nc2nc(C(N)C(C)C)cs2)c1 (centres undefined)
 : 1	5	2	1	1	0	-5	7	-3
O=C1/C(=C/c2coc3ccc(O)cc3c2=O)SC(=S)N1c1ccccc1
 : 2	10	4	2	7	7	8	-8	0
Cc1ccc(-n2nc3c(c2NC(=O)c2ccc(Br)o2)CSC3)c(C)c1
 : -3	-1	7	-1	-1	2	1	2	-7
Cc1ccc(CC(=O)c2ccc(Cl)cc2)cc1
 : 7	-1	-3	-1	0	-8	6	-12	-5
CCC(C)(C)n1nnnc1C(c1ccccn1)N1CCOCC1 (centres undefined)
 : 7	4	-6	0	0	3	6	-4	-4
Cc1noc(/C=C/N(C)C)c1S(=O)(=O)N1CCCC(C(=O)NCc2ccco2)C1 (centres undefined)
 : 0	0	-3	0	3	14	3	-7	-6
COc1cccc(N=Nc2c(C)[nH]n(-c3ccccc3)c2=O)c1
 : -3	2	-2	0	-7	-10	-3	-6	-4
COc1cc(/C=N/NC(=O)c2cccc([N+](=O)[O-])c2)ccc1OCc1ccc(C)cc1
 : 10	5	-4	1	-2	2	-3	9	-3
CCN(CC)C(=O)c1[nH]cnc1C(=O)N[C@@H](C)C(=O)OCc1ccccc1
 : 17	5	-3	2	0	-3	3	2	-2
CSCCC(NS(=O)(=O)c1ccc2ccccc2c1)C(=O)O (centres undefined)
 : -9	6	8	1	-4	-3	10	-8	-2
Cc1ccc(NC2c3ccccc3C(=O)N2CCN2CCOCC2)cc1 (centres undefined)
 : 4	0	-4	0	1	12	-10	15	-4
NS(=O)(=O)c1ccc(NC(=O)CCCCC(=O)Nc2ccc(S(N)(=O)=O)cc2)cc1
 : 1	0	5	2	-4	-8	13	-11	-4

(listing goes on)
Every second line gives: CHRM5 antagonist	TAAR1 agonist	M5 PAM	CHRM4 agonist	M5 ag	M4 antag	M1 PAM	M1 antag	M1 ag
COc1ccccc1-c1cc(C(=O)N/N=C\c2cn(C)nc2C)c2ccccc2n1
 : 2	5	-1	2	2	8	2	-7	-2
Cc1ccnc(N2CCC(C(=O)NNC(=O)c3ccccc3C)CC2)n1
 : 0	14	1	1	2	0	5	-17	-2
CCOC(=O)Nc1cc(C(=O)OC)cc(C(=O)OC)c1
 : -11	6	4	0	1	-11	5	-18	0
Cc1sc2nc3c(C(=O)N4CCCC4)cc(C(=O)c4ccccc4O)cn3c(=O)c2c1C
 : 1	1	0	3	2	-3	15	-10	-2
Cc1ccc(NC(=O)CSc2ncc3ccccn23)cc1C
 : -8	1	-7	2	-8	-9	-12	-6	-16
CC(C)NC(=O)c1c2c(nc3ccccc13)CCCC2
 : -3	10	1	-1	-1	10	6	-12	-2
CC(=O)Nc1ccc(Nc2nc(C)c([N+](=O)[O-])c(N(C)c3ccccc3)n2)cc1
 : 4	20	-2	19	9	-7	5	6	1
Cc1ccc(NC2=CC(=O)CC(C)(C)C2)cc1C
 : -1	9	1	-1	0	11	7	-10	-2
Cc1nc2ccc(NC(=O)[C@H](C)N3C(=O)C4CC=CCC4C3=O)cc2s1 (some centres undefined)
 : 2	5	2	1	2	3	2	0	-3
N#Cc1ccc(COn2nnc3ccccc32)cc1
 : 3	3	0	1	-6	-4	-2	-1	-13
CCOC(=O)Nc1sc(C)nc1-c1ccccc1
 : -6	4	5	1	3	2	5	-9	-2
O=C(Nc1ccccc1)OCCN1CCN(Cc2ccccc2)CCC1=O
 : 11	6	-5	2	-1	1	6	-4	-4
COc1ccc(NS(=O)(=O)c2ccc(OCC(=O)N3CCOCC3)cc2)cc1Cl
 : 2	8	-9	8	0	-1	-3	8	-1

Entries of single compounds from above. Values in the order: CHRM5 antagonist | TAAR1 agonist | M5 PAM | CHRM4 agonist | M5 ag | M4 antag | M1 PAM | M1 antag | M1 ag
`Cc1ccc(CN2CC(C(=O)NNC(=O)c3ccc(F)cc3)CC2=O)cc1` (centres undefined) is entered as 1 | 11 | 11 | 0 | 1 | 5 | 13 | -15 | -2
`CCC(C)(C)n1nnnc1C(c1ccccn1)N1CCOCC1` (centres undefined) is entered as 7 | 4 | -6 | 0 | 0 | 3 | 6 | -4 | -4

A portion of the library (hit frequency here may not be typical).
